Ba/F3 V617F tox – lowers viability of Ba/F3 cells expressing EpoR and JAK2V617F | ATP luminescence | inhibition, % at 5.6 µM | hit rate 1.1% among 220,000 | AID 1446;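 active = inhibition above the campaign mean plus 3 SD over all tested compounds, cut at about 24% in these data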;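 note: cytokine-independent growth of Ba/F3 cells driven by EpoR plus mutant JAK2; 0% = DMSO-treated cells and 100% = JAK inhibitor I control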
NCF1 inh – inhibitors of human p47phox binding; AID 1274; hit rate 0.53% among 220,000; P14598; p47phox/p22phox peptide binding, fluorescence polarization, 2 h; inhibition, % at 24.7 µM;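 active = inhibition above about 30%, limit read from the data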;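 note: 0% = p47phox with labelled peptide and 100% = labelled peptide alone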
Target sequence (P14598 whole entry, looked up): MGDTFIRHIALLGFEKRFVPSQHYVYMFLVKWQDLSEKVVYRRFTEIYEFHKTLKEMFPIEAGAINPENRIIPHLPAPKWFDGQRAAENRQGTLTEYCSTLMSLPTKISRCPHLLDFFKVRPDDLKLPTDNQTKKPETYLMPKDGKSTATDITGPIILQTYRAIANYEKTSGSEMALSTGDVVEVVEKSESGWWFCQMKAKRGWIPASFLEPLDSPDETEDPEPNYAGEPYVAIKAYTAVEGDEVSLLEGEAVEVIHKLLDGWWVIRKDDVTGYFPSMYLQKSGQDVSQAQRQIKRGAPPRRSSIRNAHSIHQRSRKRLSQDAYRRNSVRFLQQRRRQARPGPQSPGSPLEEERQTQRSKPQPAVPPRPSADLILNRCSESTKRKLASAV
RBBP9 inh – blocks human serine hydrolase RBBP9; O75884; recombinant RBBP9, FP-Rh probe fluorescence polarization; inhibition, % at 7.94 µM; hit rate 0.2% among 220,000; AID 1515;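 active = inhibition above the campaign mean of all tested compounds plus 3 SD, cut at about 14% in these data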;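 note: plate controls were DMSO wells with RBBP9 for no effect and wells lacking RBBP9 protein for full effect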
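Measured by – fluorescence polarization · Test system – RBBP9 protein · Input – 2.5 µM RBBP9 dispensing solution, before mixing · Measure – percent inhibition from mP, scaled between DMSO and no-protein wells · Benchmarks – DMSO-treated enzyme wells and wells lacking RBBP9 · Times – preincubation 30 min plus labeling 45 min at 25 °C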
BaF3 parental – counter-screen for JAK2V617F inhibitors: parental Ba/F3 viability inhibitors | CellTiter-Glo ATP luminescence | inhibition, % at 5.6 µM | hit rate 1.1% among 220,000 | AID 1486;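 active = inhibition above a per-campaign cutoff, the mean inhibition of all tested compounds plus 3 SD, cut at about 27% in these data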;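 note: 0% = DMSO wells and 100% = JAK Inhibitor I control wells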
TbHK1 inh – T. brucei hexokinase 1 inhibition; inhibition, % at 10 µM; recombinant TbHK1, G6PDH-coupled NADH A340; hit rate 0.11% among 220,000;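 active = inhibition of 50% or more in the single-dose primary screen; inactive = inhibition below 50%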
p97 inhibitor – inhibitors of human p97 ATPase; P55072; recombinant p97 ATPase, Kinase-Glo ATP luminescence, 3 h; inhibition, % at 8 µM; hit rate 0.42% among 220,000; in the data active = inhibition above about 15%;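 note: 0% = DMSO vehicle and 100% = wells lacking enzyme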
PPC-1+TRAIL kill – kills PPC-1 cancer cells in the presence of TRAIL; PPC-1 cells + TRAIL, ATPLite viability luminescence; cell killing (% activity), % at 4 µM; hit rate 0.41% among 220,000; AID 1443;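 active = cell killing above 50% in the first pass at 4 µM, then a duplicate retest at 5 µM averaging 50% or more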;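 note: plate controls were cells with TRAIL plus DMSO for no effect and medium-only wells lacking cells for full effect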
PGE2 EP2 inh – EP2 receptor (human) inhibition; hit rate 0.52% among 260,000; C6 glioma cells expressing human EP2, cAMP TR-FRET; cells stimulated with saturating PGE2; inhibition, % at 25 µM; P43116;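 active = percent inhibition above 40 after rounding to a whole number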;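 note: rat C6 glioma host cells with rolipram phosphodiesterase inhibitor present; the protocol text gives 20 µM as final concentration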
Furin inh – inhibitors of human furin; P09958; hit rate 0.061% among 220,000; inhibition, % at 30 µM; purified furin, fluorogenic substrate cleavage; in the data active = inhibition above about 25%; note: inactives centre near -15
Target sequence (P09958 108-714 limits assumed): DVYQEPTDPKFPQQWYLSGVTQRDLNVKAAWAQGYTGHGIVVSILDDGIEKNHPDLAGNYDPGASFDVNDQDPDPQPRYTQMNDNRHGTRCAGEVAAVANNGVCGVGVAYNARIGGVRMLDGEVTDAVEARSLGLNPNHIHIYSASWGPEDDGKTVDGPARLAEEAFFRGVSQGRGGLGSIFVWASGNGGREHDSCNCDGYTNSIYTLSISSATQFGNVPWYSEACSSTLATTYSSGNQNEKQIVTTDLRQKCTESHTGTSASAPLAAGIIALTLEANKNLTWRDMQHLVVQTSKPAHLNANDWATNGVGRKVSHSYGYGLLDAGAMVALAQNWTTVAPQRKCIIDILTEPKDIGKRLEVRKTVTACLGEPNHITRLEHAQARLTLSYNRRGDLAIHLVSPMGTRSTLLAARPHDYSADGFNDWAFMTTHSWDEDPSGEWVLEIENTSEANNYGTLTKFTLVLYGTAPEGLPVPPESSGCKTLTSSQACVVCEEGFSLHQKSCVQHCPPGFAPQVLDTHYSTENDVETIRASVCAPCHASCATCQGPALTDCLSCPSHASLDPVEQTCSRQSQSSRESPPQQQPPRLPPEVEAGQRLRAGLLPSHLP
Active calls of the source: *; / = no result given; & = joins results of further samples; [ ] = another dose, or the depositor's remark. Not all compounds are listed (hit frequency here may not be typical).

SMILES	Ba/F3 V617F tox	NCF1 inh	RBBP9 inh	BaF3 parental	TbHK1 inh	p97 inhibitor	PPC-1+TRAIL kill	PGE2 EP2 inh	Furin inh
COC(=O)c1ccccc1NC(=O)c1ccccc1SC	-2	-11	-1	0	0	1	28	10	-9[20 µM]
CCN1CCN(c2ccc(NC(=O)c3cccc(F)c3)cc2Cl)CC1	-5	-2	1	1	2	4	14	11&12	-20
NS(=O)(=O)c1ccc(CNC(=O)Cc2c(F)cccc2Cl)cc1	2	-4	0	60*	1	2	27	0	-13
CCCS(=O)(=O)N1CCC(C(=O)NCCN2CCCC2)CC1	-7	-4	-3	-3	4	0	14	3	-18[20 µM]
CC1(C)CC(=O)C=C(NC2CC(C)(C)NC(C)(C)C2)C1	-2	-9	2	3	1	0	-12	8	-13
CCCCSc1cc(C)nc(N)n1	3	0	-8	2	-2	-4	9	2	1
CC(=NCCc1c(C)[nH]c2ccc(OCc3ccccc3)cc12)C1=C(O)CC(c2ccccc2)CC1=O (stereo not given)	-3	-9	-4	3	-4	6	8	3	-25
O=C(O)CSc1nnc(-c2ccco2)o1	-5	13	1	1	6	5	12	15	-7
CCCC(=O)Nc1ccc(Cc2ccc(NC(=O)CCC)c(C(=O)O)c2)cc1C(=O)O	-1	6	-4	5	-3	0	22	10	-17
O=C1NN=C(c2ccc(Cl)cc2)CC1c1cccc(Cl)c1 (stereo not given)	-1	5	-10	4	0	-2	14	8	-5[20 µM]
COc1cccc(OCCCCSc2ncccn2)c1	0	-17	-5	2	-6	-9	-19	12	-2
COc1cccc(CC2(CO)CCN(Cc3cnc(N4CCOCC4)s3)CC2)c1	-3	-13	-3	2	-5	4	-8	12	-7
C=C(C)c1cccc(C(C)(C)NC(=O)N2CCCC2)c1	-1	7	-10	0	1	-4	6	17	-13[20 µM]
CCCCSc1nnc(-c2ccc(C)cc2)c2ccccc12	2	-9	-7	6	32	-1	23	7	12
CCOC(=O)c1c(C)nc2cc(C)ccn12	2	-1	-8	3	-2	4	8	6	-22
Clc1cccc(NCc2ccccc2)n1	4	4	-9	13	9	-1	-2	6	-16
Cc1ccc(NC(=O)COC(=O)CNC(=O)C2CCCCC2)c(Br)c1	-1	5	-2	9	2	4	12	4	-16
Oc1c(C=Nc2ccc(Cl)cn2)sc2ccccc12	1	-8	-10	2	0	-4	5	6	-4
CC(C)COC(=O)C1C(=O)CC(C)(O)C(C(=O)OCC(C)C)C1c1cccnc1 (stereo not given)	0	-5	-8	0	-7	5	8	10	-27
CC(C)CC(=O)NCCNC(=O)c1cc(OCC(F)(F)F)ccc1OCC(F)(F)F	-2	-5	1	6	-6	-4	29	8	-10[20 µM]

For convenience, part of the list above:
SMILES	Ba/F3 V617F tox	NCF1 inh	RBBP9 inh	BaF3 parental	TbHK1 inh	p97 inhibitor	PPC-1+TRAIL kill	PGE2 EP2 inh	Furin inh
CCN1CCN(c2ccc(NC(=O)c3cccc(F)c3)cc2Cl)CC1	-5	-2	1	1	2	4	14	11&12	-20
NS(=O)(=O)c1ccc(CNC(=O)Cc2c(F)cccc2Cl)cc1	2	-4	0	60*	1	2	27	0	-13
CCCS(=O)(=O)N1CCC(C(=O)NCCN2CCCC2)CC1	-7	-4	-3	-3	4	0	14	3	-18[20 µM]
CC1(C)CC(=O)C=C(NC2CC(C)(C)NC(C)(C)C2)C1	-2	-9	2	3	1	0	-12	8	-13
CCCCSc1cc(C)nc(N)n1	3	0	-8	2	-2	-4	9	2	1
CC(=NCCc1c(C)[nH]c2ccc(OCc3ccccc3)cc12)C1=C(O)CC(c2ccccc2)CC1=O (stereo not given)	-3	-9	-4	3	-4	6	8	3	-25

Other compounds follow:
SMILES	Ba/F3 V617F tox	NCF1 inh	RBBP9 inh	BaF3 parental	TbHK1 inh	p97 inhibitor	PPC-1+TRAIL kill	PGE2 EP2 inh	Furin inh
COC(=O)c1oc2ccc(Br)cc2c1-n1cccc1	0	-8	-7	5	-3	-1	14	6	-32
CCOC(=O)c1cc2c(=O)n3ccccc3nc2n(CCCOC)c1=NC(=O)C(C)(C)C	-1	-16	-3	2	-10	5	4	12	-84[20 µM]
Cc1cccc(C)c1OCC(O)CN1CCCCC1 (stereo not given)	0	-1	-13	1	0	7	-5	0	-19
O=C(c1ccc(Cl)c([N+](=O)[O-])c1)N1CCN(c2ccccn2)CC1	-2	-4	-4	0	-2	3	24	7	-19
COc1ccc(CCNC(=S)Nc2ccc(C)cc2C)cc1	0	-6	-1	7	4	1	13	3	-19
CCOC(=O)c1sc2nc(C)nc(Nc3ccc(OC)cc3)c2c1C	0	5	-3	-2	2	0	17	5	-14
O=C1CCc2cc(S(=O)(=O)NC(Cc3ccccc3)C(=O)NC3CCCCC3)ccc2N1 (stereo not given)	0	-6	-9	4	0	0	11	/	-32
CCOc1ccc(N(C(C)C(=O)NCc2ccco2)S(C)(=O)=O)cc1 (stereo not given)	-1	-8	3	4	1	3	5	16	-9[20 µM]
Cc1[nH]c2ccccc2c1CCO	2	-14	0	6	4	-3	4	7	-11
Cc1ccc(N(CC(=O)NCc2ccc(F)cc2)C(=O)c2csnn2)c(C)c1	2	1	-8	4	2	-7	10	8	-13
Cc1[nH]n(-c2ccc([N+](=O)[O-])cc2)c(=O)c1C=NCCc1c(C)[nH]c2ccccc12	0	-43	-6	7	-14	-7	-12	15	-22
Cc1nc2ccccc2n1CC(=O)NCCN1CCOCC1	-3	-8	0	4	40	4	5	9	-10[20 µM]
Cc1nc(N)sc1-c1csc(Nc2ccccn2)n1	-2	-30	-2	7	-12	10	11	13	-6
COCC(C)NC(=O)CSc1nc2ccccc2n1CCc1ccccc1 (stereo not given)	-1	-47	-9	6	3	2	4	8	-19
Fc1ccccc1-c1nnc2c3ccccc3nc(N3CCOCC3)n12	2	-8	-8	4	-2	0	4	7	-22
Cc1cc(-n2c(C)cc(C(=O)COC(=O)CN=C3NS(=O)(=O)c4ccccc43)c2C)no1	1	-15	-8	1	-1	-3	-5	9	-18[20 µM]
O=C1CCN=C(Nc2ccc(F)cc2)N1Cc1ccccc1	1	1	0	11	-1	-9	-4	4	-7[20 µM]
N#CC1=C(N)Oc2n[nH]c(CSc3ccccc3)c2C12C(=O)Nc1ccccc12 (stereo not given)	-3	-8	1	0	0	7	-23	19	-17[20 µM]
CC(C)(C)n1nnnc1C(c1ccccc1F)N1CCN(C2CCCC2)CC1 (stereo not given)	-2	-9	-6	5	5	5	-2	13	-26
CC(C)CC(=O)Nc1ccccc1-c1nnn(CC(=O)N2CCc3ccccc3C2)n1	0	-5	-10	2	2	-2	-1	12	-10[20 µM]
CC1=NC(C(F)(F)F)(C(F)(F)F)C2=C(CC(C)(C)CC2=O)N1Cc1ccco1	2	0	1	6	-11	-1	-4	8	-16[20 µM]
O=C(Oc1ccccc1)N1CCN(c2ccc(F)cc2)CC1	1	-1	-6	8	-6	-3	12	-7	-24
O=C(CC1CCCCC1)Nc1ccc(-c2ccc3nncn3n2)cc1	1	/	-5	6	-16	-3	1	1	-31
Cn1c(-c2cccc(OCc3ccccc3)c2)nc2c1c(=O)[nH]c(=O)n2Cc1ccccc1	-1	21	3	0	-11	5	3	1	-33[20 µM]
N/C(=N\OC(=O)c1ccc2ccccc2c1)c1cccc([N+](=O)[O-])c1	1	-23	-7	6	-9	-5	-7	5	-11
Cc1cc(C(=O)N2CCN(c3ccc(C(F)(F)F)cn3)CC2)c(C)o1	-3	-16	0	5	-12	1	12	13	-16
O=C(NC1CCCC1)C1CC(=O)N(C2CCCCCCC2)C1 (stereo not given)	0	-11	-9	4	0	-1	18	15	-20
Cc1ccc2c(c1)C1CN(C)CCC1N2C(=O)c1ccccc1NS(=O)(=O)c1cccc(C(F)(F)F)c1 (stereo not given)	4	-15	-6	6	1	1	3	3	-17
CCCNC(=O)CSc1nnc(-c2ccco2)n1C	-1	3	-9	0	2	2	10	20	-31
O=c1c2cc(NC(=S)NC3CCN(Cc4ccccc4)CC3)ccc2nc2n1CCCCC2	1	-6	3	9	-3	10	0	19	-27
O=C(NC1=NCCS1)C12CC3CC(C1)CC(C(=O)NC1=NCCS1)(C3)C2	1	5	-3	3	-3	3	14	7	-14[20 µM]
Cc1ccc(C(C#N)N2CCOCC2)cc1 (stereo not given)	0	-30	6	0	0	4	/	5	-23
Cc1ccccc1-c1nnc(SCC(=O)NC2CCCCC2)o1	-3	-13	8	3	5	-2	-2	16	-21[20 µM]
CCCCCC1CC(CC#CCN2CCOCC2)C(=O)O1 (stereo not given)	-1	4	-11	9	6	6	-9	6	-13
Cc1ccc(NC(=O)CCn2nc(C)cc2C)cc1	3	-4	-5	5	-4	-8	19	5	-7[20 µM]
COC(=O)c1c(C(C)=O)cnc2ccc(Br)cc12	-2	-2	-5	4	-6	4	2	11	-21
Cc1c(NC(=O)C(C)OC(=O)[C@@H](NC(=O)c2ccccc2)C(C)C)c(=O)n(-c2ccccc2)n1C (stereo not given in full)	-4	-7	2	1	-4	-1	2	5	-25[20 µM]
O=C(CNC(=O)c1ccc(N2C(=O)c3ccccc3C2=O)cc1)OCC(=O)c1ccc(Cl)cc1	-2	-18	-6	3	28	6	-7	3	-10
Cc1ccc(C(=O)NNc2ncnc3ccccc23)cc1	-1	-8	-6	1	-40	3	36	4	-17
Cc1cc(C(=O)COC(=O)c2ccc(O)cc2)c(C)n1-c1ccccc1F	1	-19	-13	5	-3	-2	9	5	-11
CC(C)N(Cc1nc(-c2ccc(Cl)cc2)no1)C(=O)C12CC3CC(CC(C3)C1)C2	4	-10	-5	3	-1	2	17	11	-22[20 µM]

Structural class: the entries above containing a CF3 group.
SMILES	Ba/F3 V617F tox	NCF1 inh	RBBP9 inh	BaF3 parental	TbHK1 inh	p97 inhibitor	PPC-1+TRAIL kill	PGE2 EP2 inh	Furin inh
CC(C)CC(=O)NCCNC(=O)c1cc(OCC(F)(F)F)ccc1OCC(F)(F)F	-2	-5	1	6	-6	-4	29	8	-10[20 µM]
CC1=NC(C(F)(F)F)(C(F)(F)F)C2=C(CC(C)(C)CC2=O)N1Cc1ccco1	2	0	1	6	-11	-1	-4	8	-16[20 µM]
Cc1cc(C(=O)N2CCN(c3ccc(C(F)(F)F)cn3)CC2)c(C)o1	-3	-16	0	5	-12	1	12	13	-16
Cc1ccc2c(c1)C1CN(C)CCC1N2C(=O)c1ccccc1NS(=O)(=O)c1cccc(C(F)(F)F)c1 (stereo not given)	4	-15	-6	6	1	1	3	3	-17

High-throughput results (PubChem)
